DT40 TDP1 no CPT: qHTS for Inhibitors of human tyrosyl-DNA phosphodiesterase 1 (TDP1): qHTS in cells in absence of CPT. DT40 Tdp1-/- hTDP1 cells, no CPT, ATP luminescence, 48 h. Potency, µM (top dose mostly 46.2 µM), without a hit: at the highest dose activity change, negative = growth inhibition, hits mostly inhibitors. actives 15% (n = 420,000). AID 686978, 2013; note: nearly all actives have a fitted effect of over 55% in size
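Growth of hTDP1-complemented DT40 Tdp1-knockout cells is measured by ATP luminescence after at least 48 hr compound exposure at 37 °C, with DMSO substituting for the 20 nM CPT used in the parallel screen.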
TDP1 block: TDP1 (human) enzyme inhibition | Potency, µM (series often up to 130 µM), for the others: at the top dose activity change, negative = inhibition, actives largely listed as inhibitors | recombinant TDP1, AlphaScreen DNA substrate cleavage | AID 485290 | Q9NUW8 | actives 0.28% (n = 350,000); note: nearly all actives have a fitted effect of over 40% in size
Target sequence (Q9NUW8 whole entry, looked up): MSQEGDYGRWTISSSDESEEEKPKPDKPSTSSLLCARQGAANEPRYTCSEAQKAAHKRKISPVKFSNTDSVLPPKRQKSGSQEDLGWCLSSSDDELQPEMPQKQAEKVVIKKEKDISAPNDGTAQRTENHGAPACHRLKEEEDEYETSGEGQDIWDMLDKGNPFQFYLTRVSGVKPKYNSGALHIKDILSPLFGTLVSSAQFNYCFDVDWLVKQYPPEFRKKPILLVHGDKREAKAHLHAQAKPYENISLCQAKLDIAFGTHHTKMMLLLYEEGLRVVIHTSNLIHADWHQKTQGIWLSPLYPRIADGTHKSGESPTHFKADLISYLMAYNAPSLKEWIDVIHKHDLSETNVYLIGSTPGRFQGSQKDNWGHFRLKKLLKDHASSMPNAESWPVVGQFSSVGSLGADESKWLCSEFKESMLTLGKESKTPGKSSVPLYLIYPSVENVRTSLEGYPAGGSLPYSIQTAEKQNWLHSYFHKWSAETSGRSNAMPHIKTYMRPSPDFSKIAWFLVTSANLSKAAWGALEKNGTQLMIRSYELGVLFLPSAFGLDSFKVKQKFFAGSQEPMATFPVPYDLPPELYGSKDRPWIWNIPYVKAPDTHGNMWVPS
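Recombinant human Tdp1 (E. coli-expressed, 1 nM final) preincubated with compounds 15 min at room temperature, then 5'-biotin/3'-phosphotyrosine-FITC DNA substrate (15 nM final) added for 5 min. AlphaScreen beads (10 ug/ml final) added 10 min; cleavage lowers signal.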
N370S GC mod: N370S glucocerebrosidase modulation, Gaucher chaperone candidate | actives 0.092% (n = 330,000) | N370S GC spleen homogenate, 4MU-glucoside fluorescence | Potency, µM (doses to about 59.4 µM), for the others: top-dose activity change, negative = inhibition, hits mostly inhibitors | P04062;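 note: 0% = full enzyme activity and -100% = no enzyme basal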
* marks the source's active call; other numbers are inactive results; ? = inconclusive; . = no result given; [ ] = another dose, or the depositor's remark. Calls come from the whole dose curve; as a rule, active = well fitted curve in the direction sought with a large enough effect; inconclusive = small, poorly fitted or top-dose-only effect, or another doubt; inactive = no such curve, though single readings can be large; an effect the other way counts as inactive or inconclusive. Unless noted, % is set by controls: 0 for no effect and ±100 for the full control effect; potency is the fitted concentration of half-maximal effect.

molecule	N370S GC mod	TDP1 block	DT40 TDP1 no CPT
O=C(NC(C(=O)NCCN1CCOCC1)C12CC3CC(CC(C3)C1)C2)C1CCCCC1 (stereo not drawn)	6%	3%	-11%
Cc1ccc(-c2csc3nnc(SCC(=O)Nc4nsc(-c5ccccc5)n4)n23)cc1	2%	1%	23µM*
COc1ccc(S(=O)(=O)Nc2ccc3c(c2)OCO3)cc1OC	5%	8%	-15%
CC1(C)OC(=O)C=C[C@@]2(C)C1C[C@@H](O)[C@]1(C)C2CC[C@@]2(C)C(c3ccoc3)OC(=O)[C@H]3O[C@]321 (stereo partly drawn)	8%	7%	?
Cc1ccc2c(cnn2C(=O)CCC(=O)NC2CCCCC2)c1	-4%	.	5%
Clc1cccc(Cl)c1CSc1cc2c(nn1)-c1ccccc1CC2	-9%	-1%	-21%
O=C(NC(C1CC1)C1CC1)C1CCC(=O)N(CCCN2CCCC2=O)C1 (stereo not drawn)	1%	1%	7%
CCn1ccc(C(=O)Nc2c(C)nn(Cc3c(F)c(F)c(F)c(F)c3F)c2C)n1	8%	0%	16µM*
Cc1ccc(NS(=O)(=O)c2ccc(Br)cc2)nc1	24%	3%	-9%
O=C(N1CCOCC1)C1(S(=O)(=O)c2ccccc2)CC=CC1	3%	.	-10%
CCOC(=O)N1CCN(C(=O)COC(=O)Cc2ccc(OC)cc2)CC1	-1%	5%	-20%
CN1C(=O)c2ccccc2C(C(=O)NCCCN2CCCC2)C1c1c[nH]c2ccccc12 (stereo not drawn)	-3%	3%	-17%
Cc1nc(-c2ccc(NC(=O)/C=C\C(=O)O)cc2)cs1	4%	5%	-24%
COc1cc(/C=N/n2c(-c3ccc4c(c3)NC(=O)CO4)csc2=Nc2cccc(C)c2)ccc1O	-12%	3%	?
O=C(CSc1ncc(C(F)(F)F)cc1Cl)N1CCN(S(=O)(=O)c2ccc3ccccc3c2)CC1	6%	2%	?
COc1ccc(C(=O)Nc2ccnn2C2CCN(Cc3ccc4nonc4c3)CC2)cc1	-3%	22µM*	?
COc1ccc(-c2nc(SCC(=O)N(CC(C)C)c3c(N)n(Cc4ccccc4)c(=O)[nH]c3=O)n[nH]2)cc1	-9%	1%	-8%
O=C(NNC(=O)c1ccccc1Cl)c1cccs1	3%	0%	-8%
Cc1ccc(CCNC(=O)C2CCC(CNc3c(N4CCC(C)CC4)c(=O)c3=O)CC2)cc1 (stereo not drawn)	-12%	1%	?
CCOC(=O)c1ccccc1NC(=S)N1CCC(C(N)=O)CC1	-5%	-1%	-1%
O=C(CN1C(=O)NC2(CCCCC2)C1=O)NCCc1ccc(Cl)cc1Cl	.	0%	?
O=C(Nc1ccccc1C(=O)N1CCCCCC1)c1cccc([N+](=O)[O-])c1	-2%	3%	-17%
COc1ccc(OCc2cc(C(=O)N3CCCCCCC3)no2)c(Cl)c1	-5%	-7%	?
COc1ccc(Cc2c(O)nc(SCC(=O)N3CCOCC3)[nH]c2=O)cc1	1%	7%	16%
COc1ccc(S(=O)(=O)N2CCC(C(=O)Nc3ccc(F)cc3)CC2)c2cccnc12	2%	6%	?
Cc1nc2cc(-c3ccccc3)nn2c(C)c1CCC(=O)NCc1cccc(Cl)c1	.	5%	?
NC(=O)COc1ccc2cc(-c3ccc(F)cc3)c(=O)oc2c1	?	-12%	3%
O=C(CC1SC(=Nc2ccccc2F)N(CCN2CCOCC2)C1=O)Nc1ccc(F)cc1F (stereo not drawn)	-10%	1%	?
C/C(CC(=O)Nc1cccc2c1CCCC2)=N\NC(=O)Cc1ccccc1	9%	13%	5%
Cc1cc(C)c(S(=O)(=O)N2CCCCC2CCNC(=O)C(=O)NCc2ccccn2)c(C)c1 (stereo not drawn)	5%	1%	?
COC(=O)C1CCC(=S)N1C(=O)c1ccccc1 (stereo not drawn)	-2%	.	?
O=C(COC(=O)c1cccc([N+](=O)[O-])c1)Nc1ccc(Cl)cn1	-2%	.	-7%
CC(=O)N1CCN(C(=O)c2cccc(S(=O)(=O)N3CCN(c4ccc(F)cc4)CC3)c2)CC1	-17%	.	-14%
CN(C(=O)CSc1ncnc2ccccc12)C1CCS(=O)(=O)C1 (stereo not drawn)	.	-2%	25%
OCCSc1nncn1/N=C/c1c[nH]c2ccccc12	7%[2.35 µM]	6%	-3%
CNc1nc(Oc2ccc(C(=O)OC)cc2)nc(SC)n1	21%	2%	?
CC(CC(=O)N(C)CC(=O)Nc1ccc(N2CCOCC2)cc1)c1ccccc1 (stereo not drawn)	-3%	.	-1%
COCCN(C(=O)COC(=O)CCC(=O)c1ccc(C)cc1)c1c(N)n(Cc2ccccc2)c(=O)[nH]c1=O	-12%	0%	-17%
COc1ccc(N2CCN(c3nc4ccccn4c(=O)c3/C=C(\C#N)S(=O)(=O)c3ccccc3)CC2)cc1	-2%	7%	2%
CC1=NN(c2ccccc2)C(=O)/C1=C\c1c(C)[nH]n(-c2ccccc2)c1=O	3%	6%	-20%
O=C(Nc1ccc(S(=O)(=O)Nc2ncccn2)cc1)c1cnc(Cl)c(Cl)c1	-3%	0%	-8%
Cc1ccc(-c2cn3c(n2)sc2cc(C(=O)NCCCN4CCCCC4)ccc23)cc1	.	-3%	1.3µM*
CCOc1ccc(NC(=O)CCc2nnc3n(C)c(=O)c4sccc4n23)cc1	.	-1%	-14%
CC(C)=CCC/C(C)=C/CNC(=O)C[C@H]1C[C@H](C(=O)N2CCCCC2)[C@@]2(CCc3ccccc3)c3[nH]c4ccc(Cl)cc4c3CCN2C1=O	.	0%[56.1 µM]	-4%
COc1cc(NC(=O)C2CCCCC2)c2ncccc2c1	?	3%	?
Cc1cc(C)c(C(=O)Nc2ccccc2)c(CC(C)(C)C(=O)O)c1	-24%	6%	-10%
COc1ccc(OC)c(CN2CCN(C(=O)c3cccs3)CC2)c1	3%	-2%	-29%
Cc1cccc(C)c1OCc1cc(C(=O)N2CCC(c3ccccc3)CC2)no1	-15%	-5%	?
C=CCn1c(SCC(=O)N2CCN(c3ccccc3)CC2)nnc1-c1ccco1	3%	9%	-10%
CSCCC(NC(=O)c1ccccc1Cl)C(=O)N(C)CC(=O)Nc1ccc(N2CCOCC2)cc1 (stereo not drawn)	3%	.	-11%
O=C(CCC1N=C2c3ccccc3N=C(SCc3ccc(F)cc3)N2C1=O)NC1CCCCC1 (stereo not drawn)	.	0%	10µM*
O=C(CSc1n[nH]c(=O)[nH]c1=O)N/N=C/C=C\c1ccccc1	6%	6%	?
O=C(NCCCn1ncc2ccccc21)c1cc(COc2c(F)cccc2F)on1	-1%	-2%	?
Cc1ccc(OCC(O)CN2CCN(Cc3ccc4c(c3)OCO4)CC2)c(C)c1 (stereo not drawn)	2%[2.35 µM]	1%	?
CSCCC(NC(=O)c1cc(CC(C)C)oc1C)C(=O)O (stereo not drawn)	-8%	2%	-5%
Cc1cc(C)c(C)c(OCC(=O)O/N=C(\N)c2ccncc2)c1	2%	.	?
Cc1cc(NC(=O)/C=C/C(=O)N(CC(=O)NC2CCCC2)c2ccc(F)cc2)no1	6%	3%	?
Nc1c(C(=O)N2CCOCC2)sc(=S)n1-c1ccccc1	-2%	1%	?
COc1ccc(C2CC(O)(c3ccccc3)Oc3cc(C)c(Cl)c(C)c32)cc1 (stereo not drawn)	-2%	7%	.
CC(=O)NCCNC(=O)c1ccc2c(c1)S(=O)(=O)c1ccccc1C2=O	0%	1%[0.0935 µM]	-5%

Following part.
molecule	N370S GC mod	TDP1 block	DT40 TDP1 no CPT
CC1CCN(S(=O)(=O)c2csc(C(N)=O)c2)CC1	.	5%	-5%
CCCN(CCC)S(=O)(=O)c1ccc(C(=O)Nc2sc3c(c2C(=O)OC)CCN(CC)C3)cc1	.	5%	21µM*
CCCCCCSc1ccc(-c2nc3ccccn3c2NCCCC)cc1	-1%	-3%	15µM*
O=C(NCc1ccc(Cl)cc1)C1CCCO1 (stereo not drawn)	-1%	3%	-3%
CCc1nnc(NC(=S)Nc2ccccc2)s1	-5%	4%	-69%
CCc1c(O)nc(SCC(=O)c2ccccc2)n(-c2ccccc2)c1=O	3%	.	?
CCOC(=O)/C(=C/c1ccc(N2CCC(c3ccccc3)=N2)cc1)C(C)=O	11%	-3%	?
Cc1cc2ccccc2n1CCNC(=O)C(C)C	15%	4%	-9%
Cn1c(NCc2ccco2)nc2c1c(=O)n(Cc1ccc(Cl)cc1Cl)c(=O)n2C	0%	0%	?
COc1cccc(NC(=O)CN(C)C(=O)c2ccc3[nH]c4c(c3c2)CC(C)CC4)c1 (stereo not drawn)	1%	2%	?
CCOC(=O)c1cc(C(=O)OCC)c2cccc(C)n2c1=O	14%	-3%	13µM*
CN1CCN(CC(=O)N2c3ccccc3Sc3ccccc32)CC1	-5%	.	-14%

Looked up by structure from above (5):
molecule	N370S GC mod	TDP1 block	DT40 TDP1 no CPT
CC1CCN(S(=O)(=O)c2csc(C(N)=O)c2)CC1	.	5%	-5%
Cc1cc2ccccc2n1CCNC(=O)C(C)C	15%	4%	-9%
CCc1nnc(NC(=S)Nc2ccccc2)s1	-5%	4%	-69%
COc1cccc(NC(=O)CN(C)C(=O)c2ccc3[nH]c4c(c3c2)CC(C)CC4)c1 (stereo not drawn)	1%	2%	?
CCOC(=O)/C(=C/c1ccc(N2CCC(c3ccccc3)=N2)cc1)C(C)=O	11%	-3%	?

Returning to the listing, repeating the 2 entries before the break.
molecule	N370S GC mod	TDP1 block	DT40 TDP1 no CPT
CCOC(=O)c1cc(C(=O)OCC)c2cccc(C)n2c1=O	14%	-3%	13µM*
CN1CCN(CC(=O)N2c3ccccc3Sc3ccccc32)CC1	-5%	.	-14%
Cc1cc(C(=O)NCCC2=CCCCC2)c(C)o1	2%	2%	18µM*
Cc1nc2c3cc(F)ccc3n(Cc3ccc(F)cc3)c2s1	9%	-2%	8.2µM*
Cc1cc(C(=O)N2CCCC(CO)(Cc3ccc(F)cc3)C2)c(C)o1 (stereo not drawn)	-17%	7%	23µM*
COc1ccccc1Oc1nc2ccccn2c(=O)c1/C=C(\C#N)C(=O)Nc1c(C)n(C)n(-c2ccccc2)c1=O	-6%	4%	-17%
CC(C)CN(C(=O)CCc1ccccc1Cl)c1c(N)n(Cc2ccccc2)c(=O)[nH]c1=O	-3%	6%	-11%
Cc1cc(C(=O)OCC(=O)NCc2ccccc2Cl)c(C)o1	-2%	3%	-5%
CCN1c2ccccc2-c2nc(SCC(=O)Nc3cccc(C(F)(F)F)c3)ncc2S1(=O)=O	.	8%	?
COc1ccc(-c2c3c(=O)n(C)c(=O)n(C)c3cn2C2CCCCC2)cc1	-16%	9%	?
Cn1c(=O)c(=O)n(C)c2cc(S(=O)(=O)NCCc3ccccc3)ccc21	2%	1%	-5%
O=C(NCc1ccc(Cl)cc1)C(=O)NCC1OCCCN1S(=O)(=O)c1cccs1 (stereo not drawn)	-5%	2%	?
CCC(C)Sc1ccc(-c2nc3cc(C)ccn3c2NC2CCCCC2)cc1 (stereo not drawn)	.	3%	15µM*
O=C(CSc1nccn1-c1ccccc1)Nc1nc2ccccc2s1	.	8%	?
Nc1nnc(SCCCC(=O)c2ccc(Br)cc2)s1	6%	-3%	?
CC(=O)Cc1nsc(NC(=O)c2ccc(COc3ccccc3)o2)n1	-5%	5%	-17%
CC(C)NC(=O)Nc1cccc2c1O[C@H](CN(C)C(=O)NC1CCCCC1)[C@@H](C)CN([C@H](C)CO)C2=O	.	0%	-3%
Cc1[nH]nc2c1C(CCc1ccccc1)C(C#N)=C(N)O2 (stereo not drawn)	1%	6%	-7%
CCN(CC(=O)N1CCCC1)S(=O)(=O)c1ccc2ccccc2c1	-16%	.	-14%
Cc1cccc(-n2c(SCC(N)=O)nc3c(c2=O)C2(CCCCC2)Cc2ccccc2-3)c1	3%	7%	?
O=C(NCc1cccnc1)C1CC(=O)N(c2ccc(Cl)cc2)C1 (stereo not drawn)	-1%	-1%	-7%
Cc1c(Cl)cccc1NC(=O)Nc1ccccc1C(N)=O	3%	0%	6.5µM*
CCOC(=O)c1ccc2c(c1)N(C)C(=O)c1ccccc1S2	5%	.	?
CCN(CC)CCCNC(=O)CCCn1c(=O)[nH]c2ccc(Br)cc2c1=O	.	9%	-4%
CCCCc1c(C)nc2nc(SCc3ccc(Cl)cc3)[nH]n2c1=O	-9%	.	?

The list is partial; count on the stated rates, not on these rows.
